NCI-60 one-dose screen, 48 h, at 10 µM unless noted. Numbers give growth in % (100 = growth as untreated, 0 = no growth, -100 = all killed).
HL-60(TB): HL-60(TB) leukemia cells; 78,000 tested, 9% active; active = growth percent below 10
The depositor's hits bear a star.

SMILES	HL-60(TB)
COCCCCn1cc(C(=O)C2C(C)(C)C2(C)C)c2ccccc21	128.1
COc1nc2c(c(=O)n1C)C1(C(=O)N(C)c3ccccc31)c1c(nc(OC)n(C)c1=O)N2	106.8
NC(=O)CSc1nc(N)nc2nc[nH]c12	121.8
CC1(C)OC2=C(CC1S(=O)(=O)O)C(=O)C(=O)c1ccccc12 (stereo unspecified)	123.5
Cc1ccc(S(=O)(=O)NC2(C(=O)O)CCCC2)cc1	104.4
Clc1ccc2c(NCCCNc3nc(N4CCOCC4)nc4ccccc34)ccnc2c1	60.0
CC1=NN(c2nc(-c3ccccc3)c(C#N)c(=O)n2C)C(=O)C1N=Nc1ccc(S(N)(=O)=O)cc1 (stereo unspecified)	161.3
Cc1ccc(C(=O)NNC(=O)N2c3ccccc3C=Cc3ccccc32)cc1	100.6
O=C(CCl)c1ccc([N+](=O)[O-])o1	-68.9*
NNC(=O)CCCO	106.5
CC(=O)c1c[nH]c2c(C)c([N+](=O)[O-])ccc12	111.1
O=C(N/N=C/c1cc2ccccc2n2nnnc12)Nc1ccc(Cl)cc1	95.1
CC(=O)CC(=O)Nc1ccc(Cl)cc1C	100.9
COc1cc(C(OC(C)=O)OC(C)=O)ccc1OC(C)=O	94.4
COc1ccc2c(c1)O/C(=C\c1cccc(OCC(=O)c3ccc([N+](=O)[O-])cc3)c1)C2=O	95.7
COc1c2c(c(OC)c3c1OCO3)C(c1ccccc1)=NC(C)C2 (stereo unspecified)	78.2
Cc1ccc(Oc2nc3ccccc3cc2-c2nnc(Cn3c(COc4ccccc4)nc4ccccc43)o2)cc1	-18.2*
C[C@]12CCC=CC1=C[C@@H]1[C@@H]2CC[C@]2(C)C(=O)CC[C@@H]12	73.7
COc1ccc(Cc2n[nH]c(=S)n2-c2ccc(Cl)cc2)cc1	99.8
Cn1c(=O)c2c(nc(NC(=S)N=Nc3c(O)[nH]c4ccccc34)n2Cc2ccccc2)n(C)c1=O	107.3
Nc1c(-c2nc3ccccc3c(=O)[nH]2)nnn1-c1ccc(Cl)cc1	94.0
C#CCOc1ccccc1C(OC(=O)c1ccc(OCC)cc1)C(=O)NC(C)(C)C(C)(C)C (stereo unspecified)	77.8
Cc1cc(C(C)(C)C)ccc1O	96.9
Cc1cc(O)c(C(C)C)cc1Cl	100.6
Cc1cccc2c3c(sc12)C(c1ccc(Cl)cc1)c1c(nc(CC(=O)Nc2ccccc2)[nH]c1=O)O3 (stereo unspecified)	71.3
CCCCCCCCCCCCCCCC[N+]1(C)CCN(SN2CC[N+](C)(CCCCCCCCCCCCCCCC)CC2)CC1	0.8*
CCCCNCC(=O)Nc1ccc(C(=O)OCC)cc1	86.9
CC(=O)Nc1cc2c(cc1Cl)Cc1cc(Cl)ccc1-2	114.2
O=C(C[n+]1cccc2ccccc21)c1ccc(O)c(O)c1	-20.0*
NS(=O)(=O)c1ccc(Nc2nc(N/N=C/c3cn[nH]c3-c3ccccc3)nc(Nc3ccccc3)n2)cc1	106.0
O=C(CN1CCN(CCN2C(=O)c3cccc4cccc(c34)C2=O)CC1)Nc1ccc2ncsc2c1	56.4
COc1cnc(SC)nc1Nc1ccc(C#N)cc1	92.7
NS(=O)(=O)c1cc2c(cc1C(F)(F)F)NCNS2(=O)=O	101.5
COc1cc(C(NS(=O)(=O)c2ccc(Cl)cc2)c2nnc(-c3ccccc3)o2)cc(OC)c1OC (stereo unspecified)	102.8
CC(NC(=O)C(Cc1ccc(OC(=O)c2ccccc2)cc1)NC(=O)OC(C)(C)C)C(=O)NCC(=O)NC(Cc1ccccc1)NC(=O)OCc1ccccc1 (stereo unspecified)	84.7
Cc1ccc(C(=O)NN)cc1	123.9
CCC(N)(C(=O)O)c1ccccc1 (stereo unspecified)	102.8
CC(=O)C1CCC2C3CC=C4CC(O)CCC4(CO)C3CCC12C (stereo unspecified)	95.5
Nc1nccc2c1ccn2-c1cccc(NC(=O)c2cccc(C(F)(F)F)c2)c1	101.5
O=C(OCCOC(=O)N1CC1)N1CC1	100.3
Cc1ccc(C(=O)O[C@H](C(=O)O)[C@H](OC(=O)c2ccc(C)cc2)C(=O)O)cc1	95.4
CN1C2CCC1CC(O)C2 (stereo unspecified)	127.1
O=C(O)c1ccc(NCn2nc(-c3cc(-c4ccccc4)nc4ccccc34)oc2=S)cc1	99.9
CC1=C(C(=O)Nc2ccccc2)C(c2ccc(-n3cncn3)cc2)n2c(nc3ccccc32)N1 (stereo unspecified)	62.7
COc1ccc(/C=C2\c3cc(OC)c(OC)c(OC)c3CC[C@@H]2O)cc1F	-22.4*
Cc1c(OCC(F)(F)F)ccnc1CNc1ccc(C2=CC(c3ccc([N+](=O)[O-])cc3)N=C(N)N2)cc1 (stereo unspecified)	77.5
NC1=Nc2ccc(OC(F)(F)F)cc2SC1	77.6
O=c1[nH]c(O)c(/C=C2\C=Nc3ccccc32)c(=O)[nH]1	87.5
CN(C)C(=O)OC1CCCCC1	54.3
O=C(CN1CCN(c2ccccc2)CC1)Nc1nc2c(s1)Nc1ccccc1NC2=O	87.5

Following part.
SMILES	HL-60(TB)
Clc1ccc([I+]c2ccc(Cl)cc2Cl)c(Cl)c1	-38.3*
N#Cc1ccc(OC(=O)Nc2ccc(Br)cc2)cc1	97.9
CCN(CC)C(=O)O/N=C(/C)c1ccccc1	95.5
Cc1ccccc1OC(=O)c1ccc(Cl)cc1	124.5
CC1(C)[C@H](O)[C@H](F)C[C@@]2(C)Oc3ccc(C(=O)Nc4ccc5c(c4)NC(=O)C54CCN(CCCCC#N)CC4)cc3C[C@H]12	30.5
CCN(CC)C(=O)Cn1cc(NC(=O)OC(C)(C)C)nn1	94.9
O=c1c(O)cccn1CCCNCCCn1cccc(O)c1=O	114.3
CSc1nc(N)n2nc(C3CC3)cc2n1	104.4
Cn1c[n+](C)ccc1=O	99.2
COC(=O)[C@@H](C)C[C@H](Cc1ccccc1)NC(=O)c1nc([C@@H](C[C@H](C(C)C)N(C)C(=O)[C@@H](NC(=O)[C@H]2CCCCN2C)C(C)C)OC(C)=O)sc1C(C)C	-45.5*
CCC(C)(C)C(=O)O[C@H]1C[C@@H](C)C=C2C=C[C@H](C)[C@H](CC[C@@H]3CC(SCCN)CC(=O)O3)[C@H]21 (stereo partly specified)	37.6
O=C(CCCCCCC(=O)Nc1ccc2c(c1)/C(=C/c1ccc[nH]1)C(=O)N2)NO	16.5
CC(C)N(c1ccc(Cl)cc1)c1nc(-c2ccc(Br)cc2)cs1	103.4
Cn1ccnc1C(=O)/C=C/c1ccc(CC(=O)NC2CCCCC2)cc1	68.1
COc1ccc(/C=N/Nc2no[n+]([O-])c2-c2ccccc2)cc1	110.2
NC(=O)CCNc1ccc2c(c1)Cc1ccccc1-2	102.8
CCOC(=O)c1c(Nc2ccccc2)nn(C)c1N	82.5
CCOc1cc(CC[N+](C)(C)C)cc2c1ccc1ccc(OC)c(OC)c12	91.6
c1ccc(-c2cn3ccnc3c(-c3ccc4ncn(C5CCCCC5)c4c3)n2)cc1	32.9
Cc1ccc(C(=O)NNC(=O)c2cccc3ccccc23)cc1	74.6
CN(C(=O)C12CC3CC(CC(C3)C1)C2)c1ccc(OS(N)(=O)=O)cc1	108.9
N#Cc1nc(-c2ccccc2)oc1N1CC[C@@H](CO)C1	90.6
C/C(=N/N=C(N)N)c1ccc(Cl)cc1	170.7
COc1ccc(CN2CCOC2=O)cc1OC	99.7
COc1ccc(C2CC(=O)Nc3c2cnn3Cc2ccco2)cc1 (stereo unspecified)	126.3

Random excerpt: 6 compounds from above, in no set order.
SMILES	HL-60(TB)
CCC(C)(C)C(=O)O[C@H]1C[C@@H](C)C=C2C=C[C@H](C)[C@H](CC[C@@H]3CC(SCCN)CC(=O)O3)[C@H]21 (stereo partly specified)	37.6
COc1ccc(C2CC(=O)Nc3c2cnn3Cc2ccco2)cc1 (stereo unspecified)	126.3
CN(C)C(=O)OC1CCCCC1	54.3
CSc1nc(N)n2nc(C3CC3)cc2n1	104.4
COc1cc(C(NS(=O)(=O)c2ccc(Cl)cc2)c2nnc(-c3ccccc3)o2)cc(OC)c1OC (stereo unspecified)	102.8
CC1=C(C(=O)Nc2ccccc2)C(c2ccc(-n3cncn3)cc2)n2c(nc3ccccc32)N1 (stereo unspecified)	62.7

(continued)
SMILES	HL-60(TB)
O=C1CSC(c2ccc(O)cc2)N1n1cnnc1 (stereo unspecified)	107.5
CC(Cc1ccccc1)[N+](=O)[O-] (stereo unspecified)	105.1
Cn1c(=O)c2c(ncn2Cc2ccc(Sc3nc(-c4ccc(F)cc4)c(C#N)c(=O)[nH]3)cc2)n(C)c1=O	104.6
COc1ccc(NC(=O)c2ccc3c(c2)nc(-c2cc4ccccc4[nH]c2=O)n3-c2cc(C(C)(C)C)[nH]n2)cc1	96.8
CN(C)c1ccc(-c2cc(-c3ccc(Nc4nc(Nc5ccc(Cl)cc5)nc(Nc5ccc(Cl)cc5)n4)cc3)no2)cc1	3.2*
C/C(=N\NC(=O)CC#N)c1cccs1	92.5
O=C(Nc1ccc(Nc2ccncc2)cc1)c1ccc(N2C(=O)c3ccccc3C2=O)cc1[N+](=O)[O-]	100.3
O=[N+]([O-])c1cccc(C2Nc3ccccc3CO2)c1 (stereo unspecified)	115.3
C=CCNc1nc2c(s1)C1=CC[C@H]3[C@@H]4CC[C@H]([C@H](C)CCCC(C)C)[C@@]4(C)CC[C@@H]3[C@@]1(C)CC2	99.7
N#CC1=C(N)Oc2c(c(=O)[nH]c3ccc(Br)cc23)C12c1cc(Br)ccc1-c1ccc(Br)cc12	84.0
Cc1ccc(CSC2=C(Cl)CN(c3ccc(Cl)cc3)C2=O)cc1	110.5
N=C(N)c1ccc(-c2ccc(-c3ccc(C(=N)N)cc3)o2)cc1	102.6
O=C(O)c1c[nH]c2c([N+](=O)[O-])cccc2c1=O	108.8
CCCCNc1nc(SC)nc(-c2cccc([N+](=O)[O-])c2)c1C#N	106.1
OC[C@H]1O[C@@H](O)[C@H](O)[C@@H](O)[C@@H]1O	88.7
CC1SC(=S)N(c2cccc(NC(=O)C(Cl)Cl)c2)C1=O (stereo unspecified)	79.8
O=C1CSC(c2ccccc2)N1c1ccccc1 (stereo unspecified)	99.7
O=C(Cn1cc[n+](CC(=O)c2ccc(F)cc2)c1)Nc1cccc2cccnc12	102.7
C(=Nc1ccc(N2CCN(c3ccccc3)CC2)cc1)c1cccs1	79.3
COc1cc(Cl)cc(-c2nn(C(=O)NS(=O)(=O)c3ccccc3)cc2-c2ccncc2)c1	94.3
COc1ccc(CC(O)CNCC(C)C)cc1 (stereo unspecified)	81.0
O=[N+]([O-])c1ccco1	109.8
CC1(C)CCc2cc(-c3ccn(S(=O)(=O)c4ccc(C(F)(F)F)cc4)n3)ccc2O1	116.8
COc1ccc(-n2cc(-c3ccc(OC)c(OC)c3)n(C(C)=O)c2=O)cc1	81.8
O=C(O)c1ccc2cccnc2c1O	-20.5*
CC(C)CC1(C2CCCC2)NC(=O)NC1=O (stereo unspecified)	56.9
O=C(CN1C(=O)NC(c2ccccc2)(c2ccccc2)C1=O)c1ccc(N2CCC(c3ccccc3)CC2)cc1	104.3
CCN(CC)CCNC(=O)c1nc2cc(OC)c(OC)cc2c(=O)n1N	91.0
Cc1cccc(C(C#N)c2ccc(N)cc2)c1 (stereo unspecified)	97.0
CCN(CC)CCCNc1cc(OC)cc2nc3ccccc3nc12	72.6
Cn1ccc2cc(Nc3ccccc3)ccc21	130.5
NC1=C(Cl)C(=O)c2ccc(S(N)(=O)=O)cc2C1=O	3.1*
CCOC(=O)CC(C(=O)OCC)n1c(O)c(/C=N/NC(=O)c2ccncc2)sc1=S (stereo unspecified)	100.0
Nc1ccc2c(c1)NCC2	83.9
CCCCOB(OCCCC)c1ccc(B(OCCCC)OCCCC)cc1	86.9
CC12CCC(c3sc(N)c(C#N)c31)C2(C)C (stereo unspecified)	62.6
COc1cc(C=C2C(=O)N(C)C(=O)N(C)C2=O)cc(CN2CCOCC2)c1O	105.6
Oc1ccc(-c2nnc(Nc3ccc(Br)cc3)o2)cc1	75.3
O=C(O)c1cn(C2CC2)c2cc(N3CCN(C(=O)CSc4nnc(-c5ccc(Cl)cc5)o4)CC3)c(F)cc2c1=O	78.4
O=[N+]([O-])c1ccc(-c2cc3c(Nc4ccc(OCc5cccc(Cl)c5)c(Cl)c4)ncnc3s2)cc1	44.2
N#Cc1ccc(NS(=O)(=O)c2ccc(-c3cnc(C4CC4)o3)cc2)cc1	103.3
CC(=O)Nc1ccc(C=Nc2ccc3ccccc3c2)cc1	107.1
CC(C)(C)c1ccc2oc(=O)cc(Cn3cc(CSc4nc5ccccc5o4)nn3)c2c1	102.5
COC(=O)C(=C\c1ccc2c(c1)OCO2)/C(=C/c1ccc2c(c1)OCO2)C(=O)OC	111.8
CC1(c2ccccc2)NC(=O)N(CC(=O)Nc2ccc(C(=O)/C=C/C=C/c3ccccc3)cc2)C1=O (stereo unspecified)	36.8
Cc1ccc(-c2nc3ccc(Cl)cc3c(=O)n2-c2ccccn2)cc1	72.0
Cc1ccc(-n2c(SCC(=O)c3ccccc3)nnc2-c2cc3c([nH]c4ccccc43)c(-c3cccc(O)c3)n2)cc1	64.6
CN(C)c1ccc(C#Cc2c(F)cccc2F)cc1	86.0
CCOC(=O)c1csc(NC(=O)c2ccc(N3CCOCC3)c([N+](=O)[O-])c2)n1	101.0
CCO/C=N/C1=C(C#N)C(c2ccc(OC)cc2)c2c(c3cc(Cl)ccc3[nH]c2=O)O1 (stereo unspecified)	98.9

The listing continues.
SMILES	HL-60(TB)
O=C(/C=C/C=C\c1ccccc1)/C=C/C=C/c1ccccc1	107.9
COc1ccc(C(=O)N2NC(=O)/C(=C/c3ccc(Br)cc3)N=C2c2ccccc2)cc1	4.5*
CS(=O)(=O)c1ccc(C(=O)N/N=C/c2ccc(F)cc2)cc1	76.9
CN(C)c1ccc(-c2ccc(-c3ccc(C(=N)N)cc3)s2)cc1	14.4
CCOc1nc(Cl)nc2nc(Cl)[nH]c12	92.3
c1ccc(N=C2SCCCS2)cc1	104.7

The list is partial. The share of hits here may be higher or lower than overall.
